TRb SRC2 PPI – inhibitors of human thyroid hormone receptor beta-SRC2 interaction. actives 0.065% (n = 280,000). TRbeta-SRC2 peptide binding, fluorescence polarization; receptor liganded with 1 µM T3. Potency, µM (series often up to 106 µM), for inactives: at the top dose activity change, negative = inhibition, most hits filed as inhibitors;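 further: plate controls were bound peptide for no effect and peptide without receptor for full effect; nearly all actives have a fitted effect of over 50% in size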
Target sequence (P10828 whole entry, looked up): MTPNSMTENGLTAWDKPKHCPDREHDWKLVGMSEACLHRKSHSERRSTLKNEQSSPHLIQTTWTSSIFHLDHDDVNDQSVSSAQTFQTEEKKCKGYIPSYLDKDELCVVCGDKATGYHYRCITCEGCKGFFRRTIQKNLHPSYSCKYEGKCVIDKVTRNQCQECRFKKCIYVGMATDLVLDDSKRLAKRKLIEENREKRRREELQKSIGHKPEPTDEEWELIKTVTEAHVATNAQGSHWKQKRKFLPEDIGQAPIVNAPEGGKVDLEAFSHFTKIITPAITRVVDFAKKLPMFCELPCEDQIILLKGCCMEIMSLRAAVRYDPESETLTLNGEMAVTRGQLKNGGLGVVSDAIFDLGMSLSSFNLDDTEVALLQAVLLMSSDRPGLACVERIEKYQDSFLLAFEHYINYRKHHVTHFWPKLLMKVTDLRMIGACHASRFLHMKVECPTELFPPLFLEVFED
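Polarization signal, normalized between peptide-alone and full complex controls, measured compound effects on T3-liganded human TRb LBD (0.6 uM) binding 20 nM Texas Red SRC2 peptide after 5 hr.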
GoLoco inh red – inhibitors of human Gai1-RGS12 GoLoco interaction (red fluorophore) | Gai1:RGS12 GoLoco peptide FP, rhodamine, 10 min | Potency, µM (series often up to 61.6 µM), inactives show at the top dose activity, negative = inhibition, actives largely listed as inhibitors | actives 0.44% (n = 230,000) | AID 880; active means well fitted inhibition curve with a large enough effect, not every such curve was filed as active; inactive means no such curve, though single readings can be large or run the other way; further: nearly all actives have a fitted effect of over 30% in size; many of its hits are not listed in these tables
GAA inh – alpha-glucosidase (human) inhibition | actives 0.005% (n = 200,000) | P10253 | Potency, µM (titrated, usually from 76.9 µM), inactives show top-dose activity change, negative = inhibition, most hits filed as inhibitors | AID 1466 | purified human GAA, 4-MU-alpha-glucoside fluorescence;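 further: plate controls were uninhibited enzyme wells for no effect and no-enzyme background for full effect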
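Human enzyme at 4 nM with 400 uM 4-methylumbelliferyl-alpha-D-pyranoside, citrate/phosphate buffer pH 5.0, 0.005% Tween-20, 20 min at room temperature. Compounds up to 77 uM. 4-MU fluorescence (Ex 365/Em 440) read after NaOH/glycine stop; AC50 from Hill fit.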
RECQ1 inh – RECQ1 (human) helicase inhibition | Potency, µM (top dose mostly 57.3 µM), for inactives: at the top dose activity, negative = inhibition, usual class: inhibitors | RECQ1 DNA unwinding, red fluorescence kinetic read | AID 2549 | actives 0.54% (n = 240,000);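 further: plate controls were vehicle for no effect and no enzyme for full effect; nearly all actives have a fitted effect of over 30% in size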
Target sequence (P46063 whole entry, looked up): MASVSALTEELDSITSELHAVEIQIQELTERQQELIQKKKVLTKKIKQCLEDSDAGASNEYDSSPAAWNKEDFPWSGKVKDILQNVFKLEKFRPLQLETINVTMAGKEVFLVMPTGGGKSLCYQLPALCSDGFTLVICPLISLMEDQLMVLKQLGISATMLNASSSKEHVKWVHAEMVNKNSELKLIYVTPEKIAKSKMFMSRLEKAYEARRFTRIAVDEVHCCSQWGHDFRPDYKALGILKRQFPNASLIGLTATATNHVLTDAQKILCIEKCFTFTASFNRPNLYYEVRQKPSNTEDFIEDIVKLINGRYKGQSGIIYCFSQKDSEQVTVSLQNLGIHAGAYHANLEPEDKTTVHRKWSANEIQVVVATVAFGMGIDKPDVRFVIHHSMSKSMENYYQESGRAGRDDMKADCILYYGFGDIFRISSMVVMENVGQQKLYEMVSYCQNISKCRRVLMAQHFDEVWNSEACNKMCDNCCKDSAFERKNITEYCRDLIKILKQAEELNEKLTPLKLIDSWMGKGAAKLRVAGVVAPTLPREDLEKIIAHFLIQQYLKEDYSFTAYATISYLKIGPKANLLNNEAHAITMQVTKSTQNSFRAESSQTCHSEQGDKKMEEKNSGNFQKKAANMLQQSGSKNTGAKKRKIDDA
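RECQ1T1 50 nM; forked duplex (20 bp + 30-nt ss tails) 200 nM, ATP 2 mM final; pH 8.0, 2 mM MgCl2, 2.5 ug/ml poly(dI-dC); 15 min compound preincubation; discontinuous kinetic read over 2 h at RT.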
TR SRC2 fluor cs – counter-screen for TRb-SRC2 inhibitors: fluorescence interference; TRb/SRC2 Texas Red total fluorescence interference; Potency, µM (titrated, usually from 106 µM), for inactives: at the highest dose fluorescence change, negative = quenching; actives 0.29% (n = 280,000); active means well fitted curve in either direction with a large enough effect; inconclusive means small, poorly fitted or top-dose-only effect
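Human TRb ligand-binding domain at 0.6 uM with 20 nM Texas Red SRC2 peptide in Tris buffer containing 1 uM T3 and 5% DMSO, incubated with compound 5 h at ambient temperature. Total fluorescence (555/632 nm) calculated as parallel + 2 × perpendicular.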
L3MBTL1 block – L3MBTL1 (human) inhibition | actives 0.66% (n = 230,000) | Q9Y468 | Potency, µM (series often up to 57.1 µM), for inactives: top-dose activity, negative = inhibition, actives largely listed as inhibitors | AID 485360 | AlphaScreen L3MBTL1–H3K9me1 peptide binding; further: nearly all actives have a fitted effect of over 60% in size
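AlphaScreen proximity signal between nickel-chelate acceptor and streptavidin donor beads (final 10 ug/mL) reports binding of 50 nM L3MBTL1 to 75 nM biotin-H3 K9me1 peptide; complex incubated with compounds 30 min at room temperature; cefsulodin titration as control.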
GAA spleen mod – lysosomal alpha-glucosidase (human) modulation; Potency, µM (top dose mostly 79.9 µM), for the others: at the top dose activity change, negative = inhibition, usual class: inhibitors; human spleen homogenate, 4-MU-alpha-glucoside fluorescence; actives 0.006% (n = 240,000);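 further: 0% = enzyme with vehicle and -100% = no enzyme basal signal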
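Human spleen homogenate (1 ug) with 4-methylumbelliferyl-alpha-D-glucopyranoside (1 mM final) in 50 mM citrate/phosphate pH 5.0, 0.01% Tween-20; 40 min at 37 C. Stopped at pH 10; 4-MU fluorescence Ex 365/Em 440 nm; AC50 by Hill fit.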
GAA glycogen mod – inhibitors or activators of human alpha-glucosidase glycogen cleavage; P10253; recombinant GAA, glycogen substrate, Amplex Red glucose oxidase fluorescence; Potency, µM (doses to about 76.4 µM), for inactives: top-dose activity change, negative = inhibition, hits mostly inhibitors; actives 0.38% (n = 300,000); AID 2100;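 further: 0% = full enzyme reaction and -100% = no-enzyme basal signal; the screen sought inhibitors and activators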
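Recombinant human enzyme (4 nM); glycogen substrate; 37 C, 40 min, pH 5.0. Readout: coupled glucose oxidase/Amplex Red fluorescence.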
* hit, by the source's call; i = inactive; ? = inconclusive; nt = not tested or not shown; & = joins results of further samples; [ ] = another dose, or the depositor's remark. Unless noted, the call rests on the fitted dose curve; in most records, active means well fitted curve in the direction sought with a large enough effect; inconclusive means small, poorly fitted or top-dose-only effect, or another doubt; inactive means no such curve, though single readings can be large; an effect the other way counts as inactive or inconclusive. Unless noted, on the % scale 0 is the no-effect control and ±100 the full control effect; potency means the concentration at half of the fitted maximal effect. The list is partial (hit frequency here may not be typical).

nr	SMILES	TRb SRC2 PPI	GoLoco inh red	GAA inh	RECQ1 inh	TR SRC2 fluor cs	L3MBTL1 block	GAA spleen mod	GAA glycogen mod
1	COC(=O)[C@H](CC(C)C)NC(=O)NCCCc1ccccc1	-3%	4%	-9%	-5%	7%	7%	3%	-2%
2	O=c1oc(-c2ccco2)nc2sc3c(c12)CCCCC3	7%	21%	11%	-9%	-2%	-6%	-2%	-4%
3	O=C(NNC(=O)C1CCCO1)c1ccc(F)cc1 (stereo unspecified)	3%	-5%	3%	-4%	-3%	9%	-2%	11%
4	COc1cc2ccccc2cc1C(=O)Nc1ccccc1N1CCN(S(C)(=O)=O)CC1	-13%	18%	5%	-3%	1%	nt	0%	4%
5	CN1CCN(NC(=O)Nc2cccc(Cl)c2Cl)CC1	-1%	5%	3%	-4%	-3%	7%	4%	-6%
6	Cc1nnc(SCC2=C(C(=O)O)N3C(=O)C(NC(=O)c4cccc(F)c4F)C3SC2)s1 (stereo unspecified)	-5%	0%	-10%	i	0%	nt	-1%	-3%
7	O=C(NC(CO)Cc1ccc([N+](=O)[O-])cc1)C(Cl)Cl (stereo unspecified)	9%	13%	-2%[15.4 µM]	-5%	-1%	15%	-7%	4%
8	O=C(COc1cccc(NC(=O)c2cccc([N+](=O)[O-])c2)c1)c1ccc(F)cc1	0%	0%	-4%	-1%	-7%	1%	-7%	-8%
9	O=C(N/N=C/C=C\c1ccccc1)c1cnccn1	-3%	0%	-4%	i	-2%	-1%	5%	3%
10	CC1CCCN(C(C(=O)Nc2ccc3c(c2)OCO3)c2ccccc2)C1 (stereo unspecified)	0%	8%	-7%[15.4 µM]	-10%	-6%	0%	-3%	5%
11	O=C(CN(CC1CCCO1)C(=O)CCC(=O)Nc1ccccn1)NCC1CCCO1 (stereo unspecified)	-5%	6%	0%	-13%	-4%	5%	-3%	3%
12	COc1cc(C=O)ccc1OCc1ccc(Cl)nc1	-5%	-5%	-4%	1%	0%	7%	-3%	10%
13	O=C(NC1CCCCCC1)C1CCC(CNS(=O)(=O)c2ccc(Br)s2)CC1 (stereo unspecified)	4%	4%	2%	0%	-1%	6%	-16%	1%
14	O=C(Nc1ccccc1)OCCOc1ccccc1	2%	0%	-6%	-6%	0%	16%	4%	-16%
15	CCCCCn1c(=N)n(CC(O)COc2ccccc2OC)c2ccccc21 (stereo unspecified)	-7%&-3%	0%&2%	-2%	7%&-2%	-1%&-2%	5µM*	-1%&0%	6%&0%
16	CC(=O)OCC(OC(C)=O)C(OC(C)=O)C(OC(C)=O)C(=O)Nc1ccc(C)cc1C (stereo unspecified)	-4%	-5%	-6%	-4%	-1%	1%	5%	6%
17	O=C(NCc1nc2ccccc2[nH]1)c1cccs1	-11%	3%	-4%	-2%	-6%	0%	7%	8%
18	Cn1cc(S(=O)(=O)N2CCC(C(N)=O)CC2)c(=O)n(C)c1=O	2%	3%	nt	-10%	2%	5%	5%	11%
19	COC(=O)/C=C1\N/C(=N\c2nc(C)cc(C)n2)N(c2ccc(Cl)cc2)C1=O	-2%	-3%	2%	5%	0%	-1%	4%	12%
20	Cc1nnc2n1NC(c1ccc(Cl)cc1)C(C(=O)N1CCC(C)CC1)S2 (stereo unspecified)	1%	4%	3%	-3%	-2%	5%	12%	4%

Among those listed so far, these contain a nitro group on carbon:
nr	SMILES	TRb SRC2 PPI	GoLoco inh red	GAA inh	RECQ1 inh	TR SRC2 fluor cs	L3MBTL1 block	GAA spleen mod	GAA glycogen mod
7	O=C(NC(CO)Cc1ccc([N+](=O)[O-])cc1)C(Cl)Cl (stereo unspecified)	9%	13%	-2%[15.4 µM]	-5%	-1%	15%	-7%	4%
8	O=C(COc1cccc(NC(=O)c2cccc([N+](=O)[O-])c2)c1)c1ccc(F)cc1	0%	0%	-4%	-1%	-7%	1%	-7%	-8%

4 compounds from above, ordered by SMILES length, rising:
nr	SMILES	TRb SRC2 PPI	GoLoco inh red	GAA inh	RECQ1 inh	TR SRC2 fluor cs	L3MBTL1 block	GAA spleen mod	GAA glycogen mod
12	COc1cc(C=O)ccc1OCc1ccc(Cl)nc1	-5%	-5%	-4%	1%	0%	7%	-3%	10%
3	O=C(NNC(=O)C1CCCO1)c1ccc(F)cc1 (stereo unspecified)	3%	-5%	3%	-4%	-3%	9%	-2%	11%
1	COC(=O)[C@H](CC(C)C)NC(=O)NCCCc1ccccc1	-3%	4%	-9%	-5%	7%	7%	3%	-2%
16	CC(=O)OCC(OC(C)=O)C(OC(C)=O)C(OC(C)=O)C(=O)Nc1ccc(C)cc1C (stereo unspecified)	-4%	-5%	-6%	-4%	-1%	1%	5%	6%

(further entries)
nr	SMILES	TRb SRC2 PPI	GoLoco inh red	GAA inh	RECQ1 inh	TR SRC2 fluor cs	L3MBTL1 block	GAA spleen mod	GAA glycogen mod
21	CCOCCCNC(=O)/C(C#N)=C/c1ccccc1F	-1%	-2%	-3%	i	-7%	nt	2%	-21%
22	O=C(CN1C(=O)S/C(=C\c2ccc(O)cc2)C1=O)c1ccccc1	-8%	5%	nt	i	-7%	-15%	-4%	5%
23	COC(=O)c1ccc(-c2csc(NC(=O)c3ccc(S(=O)(=O)N4CCc5ccccc5C4)cc3)n2)cc1	-7%	7%	2%	2%	-1%	-7%	-6%	8%
24	O=C(/C=C/c1ccccc1)c1ccccc1	-4%	9%	-16%[15.4 µM]	?	-4%	2%	-8%	1%
25	Cc1ccc(C(=O)N/N=C2\CCCc3ccccc32)c(C)c1	-5%	-5%	-2%	i	-7%	?	nt	13%
26	Nc1nc(CN2CCN(c3ccccc3)CC2)nc(Nc2ccc(Cl)cc2)n1	6%	2%	-1%	i	-2%	-22%	-14%	-10%
27	CCCOc1ccc(-c2c(C(=O)N/N=C/c3ccc(OC)cc3)nnn2-c2nonc2N)cc1	-9%	3%	-9%	-11%	0%	-3%	-1%	4%
28	CC(=O)c1c(C)[nH]c(C(=O)CN2C(=O)NC(C)(CCC(C)C)C2=O)c1C (stereo unspecified)	2%	1%	4%	i	-3%	7%	4%	6%
29	CCc1ccc(NC(=S)N2CCNC(=O)C2CC(=O)OC)cc1 (stereo unspecified)	-10%	4%	-12%	i	-5%	0%	-2%	-3%
30	Cc1cc(O)ccc1Nc1nc2ccccc2nc1Nc1ccc(O)cc1C	-17%	8%	4%	-7%	12%	-11%	-5%	?
31	CCCC(=O)NC(c1cccs1)c1cc([N+](=O)[O-])c2cccnc2c1O (stereo unspecified)	-7%	9%	-8%	-20%	-3%	?	-3%	17%
32	O=C(N=Nc1c(O)[nH]c2ccccc12)c1ccc2c(c1)OCO2	3%	5%	-8%	-9%	-1%	nt	0%	6%
33	COc1ccc(Cl)cc1NC(=O)CN1C(=O)CC(C)S(=O)(=O)c2ccccc21 (stereo unspecified)	-8%	-9%	4%	-12%	0%	nt	-3%	1%
34	CCn1c(Cc2ccccc2)nnc1SCC(=O)OC(C)C	0%	0%	-4%	-8%	1%	9%	-3%	17%
35	CCOC(=O)c1[nH]c2cc(OC)c(OC)cc2c1N	3%	0%	-1%	-4%	-4%	nt	7%	28µM*
36	Clc1ccc(CN2C3=NCCN3c3ccccc32)cc1	-1%	0%	6%	4%	0%	3%	-7%	-4%
37	COCC(O)CNc1ccccc1 (stereo unspecified)	-2%	0%	-20%	2%	0%	11%	-1%	-2%
38	CCOC(=O)C(CSCc1ccccc1)NC(=O)OC(C)(C)C (stereo unspecified)	3%	-4%	-4%	7%	1%	4%	0%	-15%
39	O=S(=O)(N1CCCCC1)n1nnc2ccccc21	-6%	-5%	2%	1%	1%	20%	-6%	2%
40	Cn1nnnc1SCC(=O)N1CCN(S(=O)(=O)c2ccccc2)CC1	-2%	1%	-4%	4%	-1%	2%	-27%	-11%

Shown with one line to a screen: four of the compounds above.
30	Cc1cc(O)ccc1Nc1nc2ccccc2nc1Nc1ccc(O)cc1C
31	CCCC(=O)NC(c1cccs1)c1cc([N+](=O)[O-])c2cccnc2c1O (stereo unspecified)
32	O=C(N=Nc1c(O)[nH]c2ccccc12)c1ccc2c(c1)OCO2
33	COc1ccc(Cl)cc1NC(=O)CN1C(=O)CC(C)S(=O)(=O)c2ccccc21 (stereo unspecified)
compound no.	30	31	32	33
TRb SRC2 PPI	-17%	-7%	3%	-8%
GoLoco inh red	8%	9%	5%	-9%
GAA inh	4%	-8%	-8%	4%
RECQ1 inh	-7%	-20%	-9%	-12%
TR SRC2 fluor cs	12%	-3%	-1%	0%
L3MBTL1 block	-11%	?	nt	nt
GAA spleen mod	-5%	-3%	0%	-3%
GAA glycogen mod	?	17%	6%	1%

(further entries)
nr	SMILES	TRb SRC2 PPI	GoLoco inh red	GAA inh	RECQ1 inh	TR SRC2 fluor cs	L3MBTL1 block	GAA spleen mod	GAA glycogen mod
41	Cn1nccc1/C=C(/C#N)S(=O)(=O)c1ccccc1	4%	13%	-3%	-3%	5%	7%	2%	2%
42	CCCCOC(=O)Nc1ccc(S(=O)(=O)Nn2cnnc2)cc1	0%	1%	-2%	-8%	-1%	nt	-4%	7%
43	CCc1cc2cccc(C)c2nc1SCC(=O)N1CCN(C(=O)c2ccco2)CC1	6%	nt	-1%	-3%	2%	-4%	-8%	0%
44	CCN1CC(CN(C)Cc2nc(-c3ccco3)oc2C)CC1=O (stereo unspecified)	11%	10%	-2%	0%	1%	-6%	11%	-13%
45	Cc1nc(NC(=S)NC(=O)c2cccs2)ccc1Br	2%	4%	0%	-4%	-2%	7%	-1%	5%
46	O=C1c2ccccc2C(=O)N1CCCCON1C(=O)c2ccccc2C1=O	2%	7%	3%	-2%	-1%	-10%	10%	5%
47	CCOC(=O)N1CCc2c(sc3nc4n(c(=O)c23)N=C(c2ccc(OC)cc2)CS4)C1	-8%	47%[activator]	nt	-14%	2%	3%	3%	6%
48	CCn1c(=O)n(CC(=O)Nc2ccc(F)cc2)c(=O)c2ccccc21	-5%	6%	-2%	-4%	-7%	nt	7%	0%

As entered above.
Entry of #44 under GoLoco inh red: 10%
Entry of #41 under L3MBTL1 block: 7%
